# Source: PubChem (Sanford-Burnham Center for Chemical Genomics)
# MIN6 prolif = induces beta-cell replication in MIN6 cells; MIN6 cells proliferation, ATPlite luminescence, 48 h; cells starved in 0.2% serum; 100% = growth in 10% serum; proliferation, % at 10 µM; 330,000 tested, 0.29% active; AID 2380;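 active = compounds whose signal lies at least 3.5 SD above the mean of all wells on their plate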;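 note: 0% = DMSO-treated cells in low-serum medium and 100% = 10% serum control; some compounds called inactive have numbers as strong as hits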
# PfG6PD inh = PfG6PD (Plasmodium falciparum) enzyme inhibition; PfGluPho enzyme, NADPH resazurin-diaphorase fluorescence; inhibition, % at 20 µM; 350,000 tested, 0.78% active; AID 504690;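 active = inhibition reaching at least a set limit at 20 µM in the primary screen, cut at about 59% in these data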;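 note: 0% = DMSO wells with substrate and 100% = DMSO wells lacking glucose-6-phosphate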
# SENP8 block-1 = inhibitors of human SENP8 protease; Q96LD8; recombinant SENP8, Nedd8 substrate fluorescence; inhibition, % at 20 µM; 360,000 tested, 0.64% active; AID 602440; in the data active = inhibition mostly above about 40%, no sharp cut-off; inactive = mostly below about 27%
# Target sequence (Q96LD8 whole entry, looked up): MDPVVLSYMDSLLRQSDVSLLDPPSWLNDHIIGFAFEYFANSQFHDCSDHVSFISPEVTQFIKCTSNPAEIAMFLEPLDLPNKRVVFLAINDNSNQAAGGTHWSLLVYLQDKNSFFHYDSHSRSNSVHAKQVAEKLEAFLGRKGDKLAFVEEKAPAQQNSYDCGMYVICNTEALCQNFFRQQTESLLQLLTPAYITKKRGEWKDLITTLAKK
# SENP7 inh = SENP7 protease inhibition | recombinant SENP7, Z-RLRGG-aminoluciferin luminescence, 40 min | Q9BQF6 | 330,000 tested, 1.5% active | inhibition, % at 5 µM;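 active = inhibition above about 50% at the single test dose, limit read from the data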;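 note: plate controls were DMSO with enzyme for no effect and no enzyme buffer wells for full effect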
# Target sequence (Q9BQF6 706-1050 limits assumed): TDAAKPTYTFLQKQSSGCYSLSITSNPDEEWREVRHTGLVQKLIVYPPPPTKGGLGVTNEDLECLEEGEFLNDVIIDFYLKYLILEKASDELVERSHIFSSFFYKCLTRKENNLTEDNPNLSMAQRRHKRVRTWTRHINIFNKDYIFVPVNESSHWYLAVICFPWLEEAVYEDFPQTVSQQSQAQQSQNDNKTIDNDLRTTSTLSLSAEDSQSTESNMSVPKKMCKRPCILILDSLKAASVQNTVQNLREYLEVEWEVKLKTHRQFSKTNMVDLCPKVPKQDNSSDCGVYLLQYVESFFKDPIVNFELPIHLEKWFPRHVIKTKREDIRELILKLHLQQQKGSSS
# SENP1 inh = blocks the human SENP1 SUMO protease catalytic domain; inhibition, % at 10 µM; 360,000 tested, 0.21% active; Q9P0U3; recombinant SENP1 catalytic domain, CyPet-SUMO1-YPet FRET cleavage;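 active = inhibition at least 30% at 10 µM, raw YFP signal under a set limit, fluorescence ratio 0.5 to 1.5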;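 note: 0% = enzyme with DMSO and 100% = no enzyme wells; some results filed as inactive read as strong as hits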
# Target sequence (Q9P0U3 419-644 limits assumed): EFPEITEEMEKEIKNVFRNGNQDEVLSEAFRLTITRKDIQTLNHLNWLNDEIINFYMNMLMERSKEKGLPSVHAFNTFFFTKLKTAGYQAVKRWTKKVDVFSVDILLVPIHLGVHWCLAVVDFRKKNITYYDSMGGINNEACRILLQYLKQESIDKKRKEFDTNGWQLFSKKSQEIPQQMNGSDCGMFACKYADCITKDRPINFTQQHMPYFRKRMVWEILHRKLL
#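 Material – human SENP1 catalytic domain · Input – SENP1 enzyme, 20 pM final · Compound dosing – single concentration of 10 µM compound, 0.5% DMSO final · Timing – enzyme reaction for 50 min at room temperature, dark · Measured by – FRET fluorescence in CFP and YFP emission channels · Control set – no-enzyme wells low, DMSO-plus-enzyme wells high control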
# SENP8 block-2 = inhibitors of human SENP8 protease; inhibition, % at 10 µM; 330,000 tested, 1.2% active; AID 2540; purified SENP8, Z-RLRGG-aminoluciferin cleavage, luminescence; in the data active = inhibition above about 50%
# UBC13 inh = blocks human UBC13 polyubiquitin chain formation; TR-FRET; inhibition, % at 20 µM; 330,000 tested, 0.47% active; in the data active = inhibition above about 45%, passing the limit was not always enough
# Target sequence (P61088 whole entry, looked up): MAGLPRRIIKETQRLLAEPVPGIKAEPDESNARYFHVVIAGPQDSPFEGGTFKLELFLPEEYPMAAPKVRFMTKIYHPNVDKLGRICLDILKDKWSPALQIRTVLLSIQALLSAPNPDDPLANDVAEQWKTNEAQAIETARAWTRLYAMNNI
# HKDC1 inhibitor = inhibitors of human hexokinase HKDC1; Q2TB90; recombinant HKDC1, G6PDH/diaphorase resazurin coupled fluorescence; inhibition, % at 20 µM; 340,000 tested, 0.16% active;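 active = inhibition above about 35% when tested at 20 µM, limit read from the data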;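 note: plate controls were DMSO wells with enzyme for no effect and DMSO wells lacking enzyme for full effect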
#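 Test system: recombinant HKDC1 (HK5) hexokinase enzyme, produced in-house; Amount: enzyme 5 µg/mL final; Buffer or medium: Tris pH 8.0 buffer with MgCl2, Tween-20, BSA, BME; Reagent: glucose and ATP substrates; Doses: 20 µM test compound, 1% DMSO; Incubation: 90 min reaction incubation at room temperature, dark; Detection: resorufin fluorescence at 613 nm.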
# SENP6 block = inhibitors of human SENP6 protease; Q9GZR1; Recombinant SENP6 catalytic domain, aminoluciferin luminescence; inhibition, % at 10 µM; 330,000 tested, 1.8% active; AID 2599;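 active = inhibition above about 50% at the single tested dose, limit read from the data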;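 note: plate controls were DMSO wells with enzyme for no effect and DMSO wells lacking enzyme for full effect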
# The depositor's hits bear a star; / = no result given. Not a hit list. Share with any hit: about 4%.
# Every second line gives: MIN6 prolif, PfG6PD inh, SENP8 block-1, SENP7 inh, SENP1 inh, SENP8 block-2, UBC13 inh, HKDC1 inhibitor, SENP6 block
1. O=C1N[C@H]2CC=C[C@H]2N(Cc2cccs2)c2ccccc21
  /, 34, -21, 9, -2, /, /, -1, /
2. Cc1ccc(S(=O)(=O)N2CCN(c3ccnc4cc(Cl)ccc34)CC2)cc1
  -6, 13, -59, 2, 2, -7, 17, 9, 1
3. CCOc1ccc2c(c1)nc(NCCCO)n2Cc1ccccc1
  1, 3, 23, 3, -1, -3, -4, -1, 1
4. COc1nc(NCCO)nc(Nc2ccccc2F)n1
  3, 3, 10, -3, 3, 0, 1, 5, -10
5. CCN(CC)S(=O)(=O)c1ccc(Cl)c(C(=O)Nc2cccnc2)c1
  -2, 11, 13, 5, 2, 1, -3, -5, -6
6. COc1ccc(OC)c(C(=O)CCCC(=O)c2cc(OC)ccc2OC)c1
  -1, 7, -198, 5, 2, 6, 12, -3, -6
7. CCc1nn(CC(=O)N2CCN(CC)CC2)c(=O)c2cccn12
  0, -1, 6, -2, 2, -3, 1, -1, -2
8. COc1cccc(N2CCN(CC(=O)NCc3cccs3)CC2)c1
  -1, 4, 21, -11, 2, -10, -5, 5, -21
9. Cc1ccc(-c2nnc(NCc3ccccc3)c3ccccc23)cc1
  0, -4, -7, -4, 1, 9, 3, 2, 1
10. Cn1c(=O)cc(N2CCN(C(=O)c3ccco3)CC2)[nH]c1=O
  4, -3, 8, -5, 2, 2, -8, -7, -2
11. O=C(Nc1nnc(-c2cccs2)s1)c1cccc(F)c1
  -3, 10, -427, 28, -1, 8, -1, 0, -15
12. O=C(Oc1ccc(-c2nnco2)cc1)c1ccc(F)c(S(=O)(=O)N2CCOCC2)c1
  3, 3, 2, -2, 4, -11, 6, -2, 1
13. Cc1ccc2nc(-c3cccc(Br)c3)cc(C(=O)NCC3CCCO3)c2c1 (stereo not drawn)
  2, -9, -138, -6, -1, 1, 14, -2, -12
14. Cc1c(/C=N/Nc2ccc(F)cc2)c(O)n(C)c(=O)c1C#N
  -1, 11, -8, 9, -8, 18, -1, 4, 13
15. CC(C)(C)c1ccc2c(c1)OC(C(=O)N/N=C\c1ccncc1)CO2 (stereo not drawn)
  -2, 6, -1, -1, 0, -6, -2, 1, -14
16. O=C1/C(=N\O)Cc2ccccc21
  -2, -3, 18, 8, 0, -1, -2, -9, -8
17. CC1CCCC(C)N1C(=O)COC(=O)c1cc(F)c(F)cc1Cl (stereo not drawn)
  2, 16, 9, -5, 2, -5, 10, -6, 17
18. CCOc1ccc(CCNC(=O)Cc2nn[nH]n2)cc1OCC
  -2, -2, 6, -8, 1, -5, -12, 2, 9
19. CCOC(=O)C1=CN(CC)S(=O)(=O)NC1CCc1ccccc1 (stereo not drawn)
  /, -2, 7, -9, 2, /, /, 0, /
20. Cc1ccc(/C=N/N(C)C2=NS(=O)(=O)c3ccccc32)o1
  2, /, /, -7, /, 1, -4, /, 8
21. CN(C(=O)c1ccc(NC(=O)Cc2cccc(NC(=O)C3CCN(C(=O)C4CC4)CC3)c2)cc1)C1CCCC1
  2, -18, 14, 6, 2, -4, -7, 1, -18
22. Cc1ccc(S(=O)(=O)N(C)CC(=O)Nc2ccccc2N2CCCC2)cc1
  -5, 3, 19, 1, -1, 11, 2, 4, 7
23. O=C(CN1C(=O)c2ccccc2C1=O)N1CCCCC1
  0, -3, 22, -2, -3, 0, 14, -4, 10
24. Cc1ccc(NC(=O)CSc2nnc(C)c(=O)n2N)c(C)c1
  2, -8, 6, 5, 1, 1, 7, 9, -4
25. O=C(NCc1ccccc1)C1=C[C@@H](c2coc3ccccc3c2=O)C[C@@H](OCc2ccc(CO)cc2)O1
  -2, 3, 14, 9, 0, -3, 43, 0, -7
26. Cn1c2c(c3ccccc31)CCSC2=O
  0, 11, -23, -8, 1, -7, 5, -2, -6
27. COC(=O)c1c(C)oc2cc(Br)c(OCC(=O)C(C)(C)C)cc12
  2, 2, 23, 6, -2, 1, -2, -5, -3
28. COCCn1c(C)cc(C(=O)CSc2nnc(C3CC3)n2C2CC2)c1C
  -1, 20, 7, 3, 0, 8, -1, -7, 2
29. Cc1ccc(C)c(N2CCN(S(=O)(=O)c3ccc4c(c3)C(C)(C)C(=O)N4C)CC2)c1
  -6, 2, 3, 2, -1, 7, 1, -1, 1
30. O=C(/C=C/c1cccs1)c1ccc(NC(=O)c2cccc(Br)c2)cc1
  -5, 8, 8, -14, -5, -7, -8, 8, -8

# Part of the list above, reformatted.
cpd | SMILES | MIN6 prolif | PfG6PD inh | SENP8 block-1 | SENP7 inh | SENP1 inh | SENP8 block-2 | UBC13 inh | HKDC1 inhibitor | SENP6 block
16 | O=C1/C(=N\O)Cc2ccccc21 | -2 | -3 | 18 | 8 | 0 | -1 | -2 | -9 | -8
11 | O=C(Nc1nnc(-c2cccs2)s1)c1cccc(F)c1 | -3 | 10 | -427 | 28 | -1 | 8 | -1 | 0 | -15
29 | Cc1ccc(C)c(N2CCN(S(=O)(=O)c3ccc4c(c3)C(C)(C)C(=O)N4C)CC2)c1 | -6 | 2 | 3 | 2 | -1 | 7 | 1 | -1 | 1
2 | Cc1ccc(S(=O)(=O)N2CCN(c3ccnc4cc(Cl)ccc34)CC2)cc1 | -6 | 13 | -59 | 2 | 2 | -7 | 17 | 9 | 1
25 | O=C(NCc1ccccc1)C1=C[C@@H](c2coc3ccccc3c2=O)C[C@@H](OCc2ccc(CO)cc2)O1 | -2 | 3 | 14 | 9 | 0 | -3 | 43 | 0 | -7
24 | Cc1ccc(NC(=O)CSc2nnc(C)c(=O)n2N)c(C)c1 | 2 | -8 | 6 | 5 | 1 | 1 | 7 | 9 | -4
4 | COc1nc(NCCO)nc(Nc2ccccc2F)n1 | 3 | 3 | 10 | -3 | 3 | 0 | 1 | 5 | -10

# New compounds follow
# Every second line gives: MIN6 prolif, PfG6PD inh, SENP8 block-1, SENP7 inh, SENP1 inh, SENP8 block-2, UBC13 inh, HKDC1 inhibitor, SENP6 block
31. Cc1ccc2nc(-c3ccc(NC(=O)CN4C(=O)c5ccccc5C4=O)cc3)sc2c1
  0, 5, -407, 2, -26, 5, -9, -4, 17
32. CC(C)NC(=O)COC(=O)c1ccc(Oc2ccccc2)cc1
  0, 8, 22, -3, 0, -2, -4, -7, -14
33. Cc1ccc(N(C)S(=O)(=O)c2cccc(C(=O)OCC(=O)N3CCCC(C)C3)c2)cc1 (stereo not drawn)
  0, 13, 7, 0, 0, -3, 7, 0, 0
34. NC(=O)N/N=C\c1cccs1
  0, -5, 10, -8, 4, -8, -3, -7, -3
35. CC(=O)Nc1ccc(Nc2cc(-c3ccccc3)nc3ncnn23)cc1
  1, -6, -14, -4, 1, 5, -15, -2, 0
36. Cc1ccc(NC(=O)Cn2nnc(C(=O)NCc3ccccc3)c2N)cc1C
  -2, -2, 10, 8, 2, 0, -5, -6, -12
37. O=C(Nc1ccc(N2CCOCC2)cc1)c1nc2ccccc2s1
  3, -3, 37, 98*, 7, 75*, 5, 3, 95*
38. COc1ccc(CNC(=O)c2cc(-c3cc(C)cc(C)c3O)n[nH]2)cc1
  -5, -4, 20, 1, 1, 2, 7, -4, -4
39. N=C1/C(=C/c2ccc(OC(=O)c3ccco3)cc2)C(=O)N=C2SC=CN12
  -2, -2, -29, 13, -114, 11, 4, 1, 22
40. O=C1OC[C@@H]2CCCN2C(=O)[C@@H](CC(=O)N(CCO)Cc2ccccc2)C/C=C\CC[C@H]1Cc1ccc(F)cc1
  -2, 3, 20, 2, 3, -9, -5, 1, -7
41. Cc1nnc(SCC(=O)Nc2nnc(SCc3cccc(Br)c3)s2)s1
  -2, -16, 6, 5, -1, 7, -6, -9, 2
42. CC(=O)c1cccc(NC(=O)c2cc(-c3ccncc3)nc3ccccc23)c1
  -3, 7, 11, 0, 13, 0, -17, -3, -16
43. CC(=CC(=O)c1ccccc1)c1ccccc1
  /, -1, 9, /, 2, /, /, -3, /
44. Cc1ccc(C)c(N(C)S(=O)(=O)c2ccc3c(c2)oc(=O)n3C)c1
  5, 1, 18, 5, 3, -4, 9, -4, -20
45. CC(C)OCC(O)CN1CCC(Cc2ccccc2)CC1 (stereo not drawn)
  -1, 9, 8, 4, 2, -4, 7, 1, 2
46. CSCCC(NS(=O)(=O)/C=C/c1ccccc1)C(=O)N1CCC(C)CC1 (stereo not drawn)
  2, 1, 22, 1, 1, 0, -1, -2, 1
47. CC1CCCCC12NC(=O)N(CC(=O)N1CCc3ccccc3C1)C2=O (stereo not drawn)
  -1, -5, 2, 11, 0, -7, -2, -3, 2
48. CC1CC(=O)C2=C(C1)OC(N)=C(C#N)C2c1coc2ccccc2c1=O (stereo not drawn)
  -1, 6, -46, 1, -18, -8, -9, 7, -4
49. Cc1cc(Cl)ccc1OCc1n[nH]c(=S)n1C1CCCCC1
  -5, 16, -7, -3, 1, -4, -4, 9, 8
50. Cc1cccc(-n2ccc(=O)c(C(=O)Nc3ccc(S(=O)(=O)N4CCOCC4)cc3)n2)c1
  3, -6, -13, -1, 3, 4, -6, -1, -6
51. COC(=O)C1=C(C)NC(=S)NC1c1ccc(-c2cccc(Cl)c2)o1 (stereo not drawn)
  0, -14, 14, 12, 0, 3, 1, 14, 5
52. Cn1cccc1/C=N/NC(=O)c1cccs1
  4, 0, -49, 42, 0, 32, -13, -3, 38
53. CCOC(=O)/C(=C\c1c[nH]c2ccccc12)NC(C)=O
  -3, -15, 3, 2, -4, 3, -12, -10, 6
54. CCOC(=O)c1[nH]cnc1C(=O)Nc1cccc(N)n1
  1, 1, 18, 4, -2, 1, -2, -1, -34
55. O=C(CSc1nc2c(c(=O)n1-c1ccccc1)SCC2)N1CCN(c2ccccc2)CC1
  3, 8, -4, -1, -4, 7, -9, 1, -2
56. COc1ccc(Cl)cc1NC(=O)NC1CCCCC1
  -2, 13, 17, 3, 0, 2, 3, -4, -7
57. CCCNC(=O)CSc1nc2[nH]ncc2c(=O)[nH]1
  1, -2, 10, -4, 0, -6, -3, -9, -5
58. O=C(NN=C1c2ccccc2-c2ccccc21)c1cccc(Br)c1
  -1, 13, -20, -2, -4, -7, -26, -7, -5
59. CC1CN(c2ccnc3cc(Cl)ccc23)CC(C)O1 (stereo not drawn)
  0, 12, -45, 5, 0, 3, -4, -3, -27
60. CCOC(=O)N1CCN(C(=O)c2n[nH]c(=O)c3ccccc23)CC1
  0, -9, 9, 1, 2, -3, -3, 5, -11

# Marked active in SENP6 block, among the entries above:
No.	canonical_smiles	PfG6PD inh	SENP7 inh	SENP1 inh	SENP8 block-2	UBC13 inh	HKDC1 inhibitor	SENP6 block
37	O=C(Nc1ccc(N2CCOCC2)cc1)c1nc2ccccc2s1	-3	98*	7	75*	5	3	95*
